Bioassay records (PubChem)
PRC2 inh – blocks human EZH2/PRC2 H3K27 methylation. inhibition, % at 12.5 µM. DELFIA TRF, 1 h. actives 0.35% (n = 57,000);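 active means mean inhibition of replicates at least 50% and every single replicate also reaching 50%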;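 further: dimethyl H3K27 on biotinylated H3 21-44 peptide detected by antibody; plate controls were median neutral control wells for no effect and median positive control wells for full effect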
IDH1 R132H inh – IDH1 R132H (human) inhibition; O75874; IDH1 R132H reductase, diaphorase/resazurin fluorescence, 60 min; inhibition, % at 10 µM; actives 0.18% (n = 70,000); AID 624101; in the data active means inhibition above about 34%;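 further: 0% = DMSO and 100% = no enzyme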
Target sequence (O75874 whole entry R132H): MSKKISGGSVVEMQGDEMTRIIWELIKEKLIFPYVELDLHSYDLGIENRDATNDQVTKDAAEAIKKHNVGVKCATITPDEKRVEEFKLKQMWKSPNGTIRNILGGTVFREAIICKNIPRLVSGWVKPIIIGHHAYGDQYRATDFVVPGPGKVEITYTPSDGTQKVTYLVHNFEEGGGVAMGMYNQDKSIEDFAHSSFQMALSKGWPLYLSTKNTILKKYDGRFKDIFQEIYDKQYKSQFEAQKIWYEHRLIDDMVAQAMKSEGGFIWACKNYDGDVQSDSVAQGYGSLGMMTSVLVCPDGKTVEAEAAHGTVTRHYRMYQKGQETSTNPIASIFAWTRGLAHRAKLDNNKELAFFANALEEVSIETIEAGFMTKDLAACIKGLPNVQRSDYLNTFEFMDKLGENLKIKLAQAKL
Active calls of the source: *; x = not tested or not shown; & = joins results of further samples. An excerpt; the hit share may differ from the screen's.

Under each structure – PRC2 inh | IDH1 R132H inh
> C[C@H](CO)N1C[C@H](C)[C@@H](CN(C)C(=O)Nc2cccc(Oc3ccccn3)c2)OCc2cn(nn2)CCCC1=O
 : 1.2 | 0.7
> CC(C)NC(=O)Nc1ccc2c(c1)CC(=O)N([C@@H](C)CO)C[C@H](C)[C@@H](CN(C)C(=O)Nc1ccccc1)O2
 : -5.1 | 0.2
> O=C1CSC(c2ccccc2)N1c1ccc(-c2ccccc2)cc1 (stereo unspecified)
 : 14.0 | x
> O=[N+]([O-])c1ccc(N2CCN(S(=O)(=O)c3ccc(Cl)s3)CC2)cc1NCc1ccco1
 : 11.8 | 0.1
> CC(C)CC#Cc1ccc2c(c1)O[C@H](CN(C)Cc1ccccn1)[C@@H](C)CN([C@H](C)CO)S2(=O)=O
 : x | -0.6
> C[C@H](CO)N1C[C@H](C)[C@H](CN(C)Cc2ccc(F)cc2)Oc2cc(C#CC(C)(C)O)ccc2S1(=O)=O
 : 4.6 | -3.0
> C[C@H]1CN([C@@H](C)CO)C(=O)Cc2cc(NS(=O)(=O)c3ccc(Cl)cc3)ccc2O[C@H]1CN(C)S(=O)(=O)c1cn(C)cn1
 : x | -0.8
> Cc1ccccc1S(=O)(=O)NCC[C@@H]1CC[C@@H](NS(=O)(=O)c2ccccc2C)[C@H](CO)O1
 : 15.3 | -0.7
> C[C@@H]1CN([C@H](C)CO)C(=O)Cc2cc(NC(=O)CCCN(C)C)ccc2O[C@@H]1CN(C)S(=O)(=O)c1ccc(F)cc1
 : 0.7 | 11.1
> CO[C@@H]1CN(C)C(=O)c2ccc(NC(=O)c3cnccn3)cc2OC[C@@H](C)N(CCc2ccccc2)C[C@H]1C
 : -8.1 | 0.2
> CCC(=O)Nc1ccc2c(c1)OC[C@H](C)N(Cc1cccc(F)c1)C[C@@H](C)[C@@H](OC)CN(C)C2=O
 : -6.2 | 0.1
> O=C(C[C@H]1C=C[C@@H](NC(=O)CCN2CCCCC2)[C@H](CO)O1)NCc1ccc(Cl)c(Cl)c1
 : -12.4 | -0.2
> COCC(=O)Nc1ccc2c(c1)C(=O)N(C)C[C@@H](OC)[C@H](C)CN(Cc1ccccc1F)[C@H](C)CO2
 : 6.6 | -0.2
> C[C@@H]1CN([C@@H](C)CO)C(=O)Cc2cc(NC(=O)Cc3ccccc3)ccc2O[C@@H]1CN(C)C(=O)Nc1ccc(F)cc1
 : x | -4.1
> CC(C)CC#Cc1ccc2c(c1)O[C@H](CN(C)Cc1cncnc1)[C@@H](C)CN([C@H](C)CO)S2(=O)=O
 : -10.6 | -3.3
> C[C@@H]1CCCCO[C@@H](CN(C)C)[C@H](C)CN([C@@H](C)CO)C(=O)c2cc(NS(=O)(=O)c3ccc(Cl)cc3)ccc2O1
 : 0.7 | 3.5
> CCOC(=O)O[C@]1(C(=O)COC(=O)CC)CC[C@H]2[C@@H]3CCC4=CC(=O)C=C[C@]4(C)[C@H]3[C@@H](O)C[C@@]21C
 : -22.7 | 0.4
> C[C@@H]1CN([C@H](C)CO)S(=O)(=O)c2ccc(C#CC3CC3)cc2O[C@H]1CN(C)Cc1cccc(F)c1
 : 18.5 | 0.3
> CO[C@@H]1CN(C)C(=O)c2ccc(NC(=O)C3CC3)cc2OC[C@@H](C)N(C(=O)CN(C)C)C[C@H]1C
 : 2.3 | -0.1
> C[C@@H]1CN([C@@H](C)CO)C(=O)Cc2cc(NC(=O)Cc3cn(C)c4ccccc34)ccc2O[C@@H]1CN(C)C
 : x | -15.5

(next part)
Under each structure – PRC2 inh | IDH1 R132H inh
> C[C@@H]1CN([C@H](C)CO)C(=O)Cc2cc(NS(C)(=O)=O)ccc2O[C@H]1CN(C)C(=O)Nc1ccccc1
 : x | 0.1
> C[C@H]1CN([C@@H](C)CO)C(=O)Cc2cc(NC(=O)NC3CCCCC3)ccc2O[C@H]1CN(C)C(=O)Nc1cccc2ccccc12
 : -4.6 | -2.4
> O=C(C[C@@H]1C[C@@H]2c3cc(NC(=O)c4cccnc4)ccc3O[C@@H]2[C@H](CO)O1)NCc1ccc(Oc2ccccc2)cc1
 : -22.3 | 0.1
> CCOc1ccc(-n2cnnn2)cc1S(=O)(=O)Nc1c(C)cccc1C
 : -1.1 | -0.1
> Cc1ccc(S(=O)(=O)N(C)C[C@@H]2OCCCC[C@H](C)Oc3ccc(NC(=O)Nc4ccccc4)cc3C(=O)N([C@@H](C)CO)C[C@@H]2C)cc1
 : x | -1.2
> C=C[C@]1(C)C[C@H](O)[C@H]2C(=C)C(=O)O[C@@H]2[C@H]1C(=C)CO
 : x | 5.7
> O=C(Nc1ccccc1F)N[C@@H]1CC[C@@H](CC(=O)N2CCCCC2)O[C@@H]1CO
 : 8.2 | 0.0
> Cc1cc(C)c(C#N)c(SCC(O)CS(=O)c2ccc(C(C)(C)C)cc2)n1 (stereo unspecified)
 : -6.7 | 0.6
> CN1CCN(C(=O)CN(c2cccc(Br)c2)S(=O)(=O)c2ccccc2)CC1
 : 3.4 | -0.2
> O=c1[nH]nc(-c2ccc(NCCN3CCOCC3)c([N+](=O)[O-])c2)c2ccccc12
 : 9.1 | 0.3
> C[C@H](CO)N1C[C@H](C)[C@H](CN(C)C(=O)c2ccccn2)Oc2cc(C#Cc3ccc(F)cc3)ccc2S1(=O)=O
 : 5.4&-1.9 | x
> CO[C@@H]1CN(C)C(=O)c2ccc(NC(=O)C3CC3)cc2OC[C@H](C)N(C(=O)CN(C)C)C[C@H]1C
 : -2.0 | -1.0
> COc1ccc(C(=O)Oc2ccc(C)c3c2C(=O)OC(C)C3)c2c1C(=O)OC(C)C2 (stereo unspecified)
 : x | 0.1
> C[C@@H]1CN([C@@H](C)CO)S(=O)(=O)c2ccc(C#CCN(C)C)cc2O[C@H]1CN(C)C(=O)CC1CC1
 : 1.2 | -1.3
> COC1=CC(=O)C[C@@H](C)[C@]12Oc1cc(OC)cc(OC)c1C2=O
 : x | 0.2
> C[C@@H]1CN([C@H](C)CO)C(=O)c2cc(C#Cc3ccccc3F)cnc2O[C@H]1CN(C)C
 : -29.2 | -5.8
> COc1ccc(S(=O)(=O)N(C)CC(=O)Nc2cccc(F)c2)cc1OC
 : 3.2 | -0.4
> C[C@@H]1CN([C@H](C)CO)C(=O)Cc2cc(NS(=O)(=O)c3ccc(Cl)cc3)ccc2O[C@H]1CN(C)Cc1ccc(C(F)(F)F)cc1
 : x | 0.5
> C[C@H]1CN([C@@H](C)CO)C(=O)Cc2cc(NC(=O)Nc3ccc(F)cc3)ccc2O[C@@H]1CN(C)S(=O)(=O)c1ccc(F)cc1
 : x | -0.1
> C[C@@H]1CCCCO[C@H](CN(C)C(=O)c2ccncc2)[C@@H](C)CN([C@H](C)CO)C(=O)c2cc(NC(=O)CCCN(C)C)ccc2O1
 : x | -1.9

Profiles as entered above. Values in the order: PRC2 inh	IDH1 R132H inh
Entry for C[C@H]1CN([C@@H](C)CO)C(=O)Cc2cc(NC(=O)Nc3ccc(F)cc3)ccc2O[C@@H]1CN(C)S(=O)(=O)c1ccc(F)cc1 = x	-0.1
Entry for O=c1[nH]nc(-c2ccc(NCCN3CCOCC3)c([N+](=O)[O-])c2)c2ccccc12 = 9.1	0.3
Entry for CN1CCN(C(=O)CN(c2cccc(Br)c2)S(=O)(=O)c2ccccc2)CC1 = 3.4	-0.2
Entry for C[C@@H]1CCCCO[C@H](CN(C)C(=O)c2ccncc2)[C@@H](C)CN([C@H](C)CO)C(=O)c2cc(NC(=O)CCCN(C)C)ccc2O1 = x	-1.9
Entry for C[C@@H]1CN([C@H](C)CO)C(=O)Cc2cc(NS(=O)(=O)c3ccc(Cl)cc3)ccc2O[C@H]1CN(C)Cc1ccc(C(F)(F)F)cc1 = x	0.5

(cont.)
Under each structure – PRC2 inh | IDH1 R132H inh
> Cc1cnnc(/N=C(\N)Nc2ccc(S(=O)(=O)Nc3nc(C)ccc3C)cc2)n1
 : 37.1 | -1.3
> CCC(=O)c1ccc(OCC(O)Cn2c(C)nc3ccccc32)cc1 (stereo unspecified)
 : -2.6 | 0.3
> COc1ccc(NC(=O)Nc2ccc3c(c2)CC(=O)N([C@@H](C)CO)C[C@@H](C)[C@@H](CN(C)C(=O)Nc2ccc(F)cc2)O3)cc1
 : -3.7 | x
> Cc1noc(C)c1S(=O)(=O)Nc1ccc2c(c1)C(=O)N([C@H](C)CO)C[C@@H](C)[C@H](CN(C)C(=O)NC(C)C)O2
 : x | 0.6
> C[C@@H]1O[C@@H](O[C@@H]2[C@@H](O)[C@H](Oc3cc(O)c4c(c3)OC(c3ccc(O)cc3)CC4=O)O[C@H](COC3OCC(O)C(O)C3O)[C@H]2O)[C@H](O)[C@H](O)[C@H]1O (stereo partly specified)
 : -14.3 | 0.2
> CCC(=O)N1C[C@@H](C)[C@@H](OC)CN(C)C(=O)c2ccc(NC(=O)c3ccc(F)cc3)cc2OC[C@H]1C
 : 8.0 | 0.1
> CC(C)(C)c1ccc(OCC(=O)Nc2cccc(NC(=O)c3ccccc3)c2)cc1
 : 1.4 | 0.3
> C[C@H]1CN([C@@H](C)CO)S(=O)(=O)c2ccc(-c3cccc(C(=O)N(C)C)c3)cc2O[C@@H]1CN(C)Cc1ccc2c(c1)OCO2
 : -1.7 | -1.5
> COC(=O)CCCCCCC(=O)Nc1ccc(C=O)cc1
 : 1.3 | x
> C[C@H](NC(=O)C[C@H]1C=C[C@@H](NC(=O)CN2CCOCC2)[C@@H](CO)O1)c1ccccc1
 : 9.6 | -0.3
> O=C(C[C@H]1C[C@H]2c3cc(NC(=O)C4CCC4)ccc3O[C@H]2[C@H](CO)O1)NCc1ccccc1
 : -3.6 | -1.5
> CC(C)NC(=O)Nc1ccc2c(c1)CC(=O)N([C@H](C)CO)C[C@@H](C)[C@H](CN(C)Cc1ccc(C(F)(F)F)cc1)O2
 : x | 0.3
> CCOC(=O)c1c(NC(=O)Cn2cnc3ccccc3c2=O)sc2c1CCCC2
 : 9.2 | 0.2
> C[C@@H]1CN([C@H](C)CO)C(=O)c2cccc(NS(C)(=O)=O)c2O[C@@H]1CN(C)S(=O)(=O)c1cn(C)cn1
 : x | 1.2
> CO[C@@H]1CN(C)C(=O)c2cc(NS(=O)(=O)c3cn(C)cn3)ccc2OC[C@@H](C)N(CCC(F)(F)F)C[C@@H]1C
 : 2.2 | 0.1
> O=C(CSc1nnnn1-c1ccc(F)cc1F)Nc1ccc2c(c1)OCCO2
 : 9.5 | 0.2
> C[C@H]1CN([C@@H](C)CO)C(=O)c2c(c3ccccc3n2C)-c2ccccc2CO[C@H]1CN(C)Cc1cccnc1
 : -7.9 | 7.5
> O=C(COc1ccccc1[N+](=O)[O-])Nc1ccc2oc(-c3cccc(Cl)c3)nc2c1
 : -1.5 | 0.2
> CC(C)NC(=O)N(C)C[C@@H]1Oc2ncc(C#CC3(O)CCCC3)cc2C(=O)N([C@H](C)CO)C[C@H]1C
 : 8.8 | 0.5
> Cc1ccccc1OCC(=O)Nc1ccccc1C(=O)N1C(C)CCCC1C (stereo unspecified)
 : -11.1 | -0.6

More compounds
Under each structure – PRC2 inh | IDH1 R132H inh
> C[C@@H]1CN([C@@H](C)CO)C(=O)c2cc(NC(=O)CCC(F)(F)F)ccc2O[C@@H](C)CCCCO[C@@H]1CN(C)C(=O)Nc1ccccc1
 : x | -1.1
> CO[C@H](CN(C)Cc1cc(F)ccc1F)[C@@H](C)CN([C@@H](C)CO)S(=O)(=O)c1ccc(F)cc1
 : 3.9 | -0.4
> C[C@H](NC(=O)C[C@H]1CC[C@H](NC(=O)CN2CCOCC2)[C@@H](CO)O1)c1ccccc1
 : -0.2 | 0.2
> CC(C)COC(=O)N(C)C[C@@H]1OCc2cnnn2CCCC(=O)N([C@@H](C)CO)C[C@H]1C
 : 7.1 | x
> Cc1ccc(-c2cnc3c(c2)C(=O)N([C@@H](C)CO)C[C@@H](C)[C@H](CN(C)C(=O)c2cccnc2)O3)cc1
 : -4.7 | -32.8
> COc1ccc(S(=O)(=O)Nc2ccc3c(c2)CC(=O)N([C@@H](C)CO)C[C@@H](C)[C@@H](CN(C)Cc2ccc(C(=O)O)cc2)O3)cc1
 : x | 2.7
> Cc1ccc(NC(=O)CSc2nc3c(c(C(F)(F)F)n2)CCCC3)cc1C
 : -3.0 | 0.0
> Cc1noc(C)c1NC(=O)Nc1ccc2c(c1)CC(=O)N([C@H](C)CO)C[C@@H](C)[C@@H](CN(C)CC1CCCCC1)O2
 : x | 2.5
> COc1cc2c(cc1OC)CN(C(=O)[C@H]1[C@@H]3C(=O)O[C@@H](c4ccccc4)[C@@H](c4ccccc4)N3[C@@H](c3ccccc3OCCO)[C@]13C(=O)Nc1ccc(C#CC4=CCCCC4)cc13)CC2
 : -15.4 | x
> C[C@H]1CN([C@@H](C)CO)C(=O)Cc2cc(NS(=O)(=O)c3ccc(F)cc3)ccc2O[C@H]1CN(C)Cc1ccc(C(=O)Nc2ccccc2N)cc1
 : x | -0.3
> CN(C)c1nc(N)nc(CSc2ccccn2)n1
 : -9.3 | -0.4
> C[C@@H]1CN([C@H](C)CO)C(=O)c2cc(Br)cnc2O[C@H]1CN(C)C(=O)c1ccccn1
 : 8.5 | 0.1
> CCC(=O)Nc1ccc2c(c1)C(=O)N(C)C[C@@H](OC)[C@@H](C)CN(C(=O)CC1CC1)[C@@H](C)CO2
 : 1.8 | -0.4
> CCCN1C[C@@H](C)[C@@H](OC)CN(C)C(=O)c2ccc(NC(=O)C3CCOCC3)cc2OC[C@H]1C
 : -4.1 | 0.3
> COc1ccc(C#Cc2ccc3c(c2)[C@]2(C(=O)N3)[C@H](C(=O)N3CCN(c4ncccn4)CC3)[C@H]3C(=O)O[C@H](c4ccccc4)[C@H](c4ccccc4)N3[C@@H]2c2ccccc2OCCO)cc1
 : -0.7 | x
> COCC(=O)N(C)C[C@@H]1Oc2ncc(C#CC(C)(C)O)cc2C(=O)N([C@H](C)CO)C[C@@H]1C
 : 4.3 | x
> Cc1cccc(C)c1OCC(=O)Nc1cccnc1
 : x | 0.0
> C[C@H]1CN([C@@H](C)CO)C(=O)c2cccc(NS(=O)(=O)c3ccc(Cl)cc3)c2O[C@@H]1CN(C)C(=O)Nc1ccccc1
 : 7.7 | x
> O=C(C[C@@H]1CC[C@H](NC(=O)C2CCOCC2)[C@H](CO)O1)Nc1ccc(-c2ccccc2)cc1
 : 7.1 | -0.1
